MITF primary: blocks human microphthalmia-associated transcription factor; O75030; actives 0.91% (n = 650,000); AlphaScreen MITF homodimerization, bead proximity signal; inhibition, % at 2.6 µM; in the data active = inhibition above about 50%;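 note: 0% = vehicle wells with protein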
Target sequence (O75030 whole entry, looked up): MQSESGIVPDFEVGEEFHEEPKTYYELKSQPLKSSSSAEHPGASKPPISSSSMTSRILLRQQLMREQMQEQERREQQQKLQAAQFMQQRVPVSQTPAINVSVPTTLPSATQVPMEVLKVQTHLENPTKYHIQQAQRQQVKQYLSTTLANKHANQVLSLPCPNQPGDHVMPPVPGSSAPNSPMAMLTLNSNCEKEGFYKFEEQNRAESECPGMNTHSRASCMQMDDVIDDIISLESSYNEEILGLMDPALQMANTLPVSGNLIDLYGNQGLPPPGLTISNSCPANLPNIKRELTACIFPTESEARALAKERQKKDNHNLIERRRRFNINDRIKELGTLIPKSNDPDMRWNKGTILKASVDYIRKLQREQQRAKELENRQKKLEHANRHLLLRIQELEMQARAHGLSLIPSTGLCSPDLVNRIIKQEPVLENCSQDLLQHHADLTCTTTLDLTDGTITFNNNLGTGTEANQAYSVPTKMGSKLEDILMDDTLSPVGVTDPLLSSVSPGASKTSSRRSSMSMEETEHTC
TEAD-YAP block: TEAD-YAP interaction inhibition; AID 1259422; HEK-TIYL cells, TEAD-Gal4/YAP UAS-luciferase luminescence; actives 1.4% (n = 640,000); inhibition, % at 9.12 µM; in the data active = inhibition above about 32%;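 note: 0% = median of test compound wells and 100% = reference inhibitor wells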
GPR151 activ: human GPR151 activation; activation, % at 11.2 µM; PathHunter beta-arrestin GPR151 cells, luminescence; actives 1% (n = 650,000); AID 1508602; Q8TDV0; in the data active = activation above about 4.9%;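 note: 0% = median of compound wells and 100% = cells with positive control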
Target sequence (Q8TDV0 whole entry, looked up): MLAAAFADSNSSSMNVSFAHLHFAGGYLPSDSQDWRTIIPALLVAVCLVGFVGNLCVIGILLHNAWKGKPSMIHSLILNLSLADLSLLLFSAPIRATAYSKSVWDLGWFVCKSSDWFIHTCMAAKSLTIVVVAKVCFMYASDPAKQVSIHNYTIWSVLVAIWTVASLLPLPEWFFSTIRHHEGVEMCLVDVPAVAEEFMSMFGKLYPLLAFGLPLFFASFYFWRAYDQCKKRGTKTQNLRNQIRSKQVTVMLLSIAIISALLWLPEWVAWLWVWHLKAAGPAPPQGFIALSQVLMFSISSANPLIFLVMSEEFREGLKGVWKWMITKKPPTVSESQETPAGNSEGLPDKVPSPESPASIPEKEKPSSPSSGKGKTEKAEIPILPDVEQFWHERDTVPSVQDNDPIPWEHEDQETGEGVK
FBW7 act: activators of human E3 ligase FBW7 | Q969H0 | AlphaScreen FBW7–phospho-cyclin E peptide binding, activator screen | normalized activity (activation), % at 26.1 µM | actives 0.13% (n = 650,000) | AID 1259310; in the data active = normalized activity above about 1.9%;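 note: purified mutant Fbw7 with reduced substrate affinity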
Active calls of the source: *.

canonical_smiles,MITF primary,TEAD-YAP block,GPR151 activ,FBW7 act
COC(=O)c1ccccc1NC(=O)c1nn(C)c2c1COc1ccccc1-2,-2.8,-1.2,0.2,0.0
O=C(Cn1c(=O)oc2cc(S(=O)(=O)NCc3ccccc3)ccc21)N1CCCCCC1,1.2,4.2,0.5,-0.1
CCOc1cc(CN2CCC(n3nccc3NC(=O)C(C)(C)C)CC2)ccc1OC,-3.5,-0.1,-0.7,-0.2
CCCCCCn1c(N2CCC(C(N)=O)CC2)nc2c1c(=O)n(C)c(=O)n2C,4.0,2.0,-0.5,0.1
O=C(O)c1cc(S(=O)(=O)N2CCc3ccccc32)ccc1Sc1cccc(Cl)c1,8.6,-3.4,1.3,-0.2
COc1ccc(C(=O)c2oc3ccccc3c2NC(=O)COc2ccc(F)cc2)cc1,-5.0,-2.5,0.6,-0.4
Cc1cc(C)c2cc3c(cc2n1)CCN3CC(O)CO (stereo not given),-7.0,-0.3,-0.5,-0.1
O=C(CCCOc1ccc(Cl)cc1Cl)NNC(=O)Cc1c[nH]c2ccccc12,-4.0,23.7,-0.5,0.0
COc1ccc(O)c(C(=O)Nn2c(C)nc3ccccc3c2=O)c1,-3.7,7.6,-0.6,-0.1
S=c1n(CN2CCOCC2)nc(-c2c[nH]c3ccccc23)n1CC1CCCO1 (stereo not given),-1.3,-2.3,0.6,-0.1
O=C(NCCO)c1ccc(Cl)cc1[N+](=O)[O-],-22.9,10.2,0.8,0.0
CSc1ncccc1C(=O)NCC1Cc2cc(F)cc(-c3cncnc3)c2O1 (stereo not given),9.2,3.7,0.4,0.1
CCCn1ncc(CN2CCN(Cc3ccccc3C)C(CCO)C2)c1C (stereo not given),5.1,8.2,-3.0,0.3
Cc1nn(-c2ccc(Br)cc2)c2c1C(c1cccs1)C(C#N)=C(N)O2 (stereo not given),23.8,-1.4,-1.0,-0.9
COC(CNc1cc(-c2ccncc2)nc(-c2ccncc2)n1)OC,2.7,-8.1,-1.2,-0.1
Oc1ccccc1-c1nc(-c2ccc3sc4ccccc4c3c2)c(-c2ccccc2)[nH]1,-13.9,-7.8,-0.4,0.1
Nn1c(SCC(=O)N2CCCCCC2)nnc1-c1ccccc1,4.1,-5.5,2.2,0.2
COc1cccc(NC(=O)CCCc2ccccc2)c1,18.5,-63.3,-0.8,0.3
Cc1ccc(C)c(N2CCN(C(=O)CN(C)S(=O)(=O)c3cnc[nH]3)CC2)c1,10.7,6.3,-0.5,0.9
COc1ccccc1NC(=O)CCNc1c(N2CCCC2)c(=O)c1=O,8.7,2.5,-0.9,-0.1
COc1ccc(NC(=O)CS(=O)(=O)c2ccc(C)cc2)c(OC)c1,-10.5,9.5,0.3,0.0
O=C(CN(c1ccccc1)S(=O)(=O)c1ccc(F)cc1)N1CCCCCC1,-14.5,-6.3,0.0,0.2
CN1CC=C2C(C#N)=C(N)C(C#N)(C#N)C(c3ccc(F)cc3F)C2C1 (stereo not given),17.5,9.6,0.0,0.0
COc1cccc(CN2CCN(Cc3ccc(Cl)cc3)CC2)c1OC,70.4*,-9.7,0.6,0.0
Cc1ccc(N2C(N)=C(C#N)C(c3ccc4c(c3)OCO4)C3=C2CC(C)(C)CC3=O)cc1Cl (stereo not given),4.8,3.5,0.1,0.1
COc1ccc(-c2c(C#N)c(N)nc3sc(C(=O)c4ccccc4)c(N)c23)cc1OC,16.6,2.7,-0.8,0.1
CCCc1c(C)nc2c(C(=O)NCc3ccc(F)cc3)c[nH]n2c1=O,12.9,8.7,3.0,0.7
O=C(c1ccc(N2CCC(NCc3cc4ccccc4[nH]3)CC2)cc1)N1CCCC(CO)C1 (stereo not given),4.7,-2.9,1.3,0.0
CC(C)CCC1(C2CCN(C(=O)c3cc(F)cc(F)c3)CC2)NC(=O)NC1=O (stereo not given),-4.5,-4.7,0.8,0.0
C(=N\Nc1nc(-c2ccc3c(c2)OCCO3)cs1)/c1ccc2c(c1)OCO2,14.2,2.6,-2.7,0.0
CCCCOc1ccc(C(=O)NC(C)C2COc3ccccc3O2)cc1 (stereo not given),3.8,-6.2,0.9,0.2
COc1cc(C(=O)Oc2cccnc2)cc(OC)c1OC,-0.1,7.8,1.4,-0.1
c1ccc(-c2cnc3ccc(NCCc4cccnc4)nn23)cc1,5.0,28.7,0.6,-0.7
O=C(c1cccnc1)C1CCN(C(=O)c2cnccn2)CC1,4.2,-3.4,1.6,-0.1
COc1ccc(C)cc1NC(=S)NNC(=O)Cc1cccs1,-0.4,-5.6,0.7,0.1
CCOc1c(OC)cccc1C1C(C#N)=C(N)Oc2n[nH]c(-c3ccncc3)c21 (stereo not given),4.6,9.4,3.2,0.0
CCS(=O)(=O)NCC(c1cccs1)S(=O)(=O)c1ccccc1 (stereo not given),-1.6,-1.0,1.4,-0.2
CCCCCC(=O)Oc1cccc(N2C(=O)CCC2=O)c1,16.9,3.9,-1.5,0.0
COc1cc(/C=C2/C(=O)N(c3ccc(C(=O)O)cc3)N=C2C)cc(OC)c1O,2.5,12.5,-0.4,-0.1
O=C(NCCc1ccc(F)cc1)C(=O)NCC(c1ccco1)S(=O)(=O)c1ccccc1 (stereo not given),8.0,3.3,2.7,0.1
COc1cc(OC)cc(C(=O)NCC(=O)OCC(=O)C(C)(C)C)c1,-4.0,5.1,-0.7,0.1
O=C(Nc1ccc(F)c(F)c1)c1ccc(S(=O)(=O)C(F)F)cc1,5.6,-38.7,0.4,0.0
CCS(=O)(=O)N1CCN(Cc2cc(OC)c(OC)c(OC)c2)CC1,51.8*,4.3,1.8,0.0
COc1ccc(NC(=O)CSc2nc(N)c(C(=O)Nc3ccc(N(C)C)cc3)s2)cc1,-2.9,-48.5,2.1,0.0
C=CCSc1nc(N)c(C#N)c(-c2ccc(C)cc2)c1C#N,4.7,-3.0,1.1,0.4
O=C(Nc1cccc(NC(=O)c2cccc(Br)c2)c1)c1ccc(F)cc1,-7.9,3.3,-0.3,-0.1
CCOC(=O)C(NC(=O)c1cccc(C(F)(F)F)c1)(Nc1ccc(C(F)(F)F)cc1)C(F)(F)F (stereo not given),15.9,4.5,-2.1,0.3
CN(C)c1ccc(-c2nc3cc(NC(=O)c4ccc(Cl)cc4Cl)ccc3o2)cc1,2.6,-0.8,3.8,-0.1
Cc1ccc(C(=O)N/C(=C/c2ccccc2)C(=O)NC(C(=O)O)C(C)C)cc1 (stereo not given),5.6,6.0,0.2,0.1
CC(C)CC1N=C(c2ccc(Cl)cc2)CC(c2cc(Br)ccc2O)N1 (stereo not given),-9.8,18.3,1.3,0.0
CCc1cc2c(cc3c(=O)n(CC(=O)NCc4ccccc4F)ncn32)s1,8.2,4.1,0.2,0.0
COc1ccc(CN(C)C(=O)CCC2(Cc3ccc(C)cc3)CCC(=O)N2)cc1OC (stereo not given),-4.8,-10.4,-1.4,0.0
COCCNC(=S)N1CCN(Cc2ccco2)CC1,14.1,4.9,3.6,0.3
Cc1ccccc1-n1c(SCc2ccc(Br)cc2)nc2c(c1=O)C1(CCCCC1)Cc1ccccc1-2,0.0,-2.0,0.2,0.2
O=C(CSc1ccc2nnc(-c3ccc(F)cc3)n2n1)Nc1ccccc1,10.9,-9.3,-0.1,0.1
CC(=O)N1CCC(Oc2cccc(-c3cccs3)c2)CC1,11.3,-5.0,0.8,0.1
CCOC(=O)c1c(NC(=O)Cc2ccc([N+](=O)[O-])cc2)sc2ccccc12,19.1,-9.8,0.6,-0.2
COc1ccc(S(=O)(=O)N2CCOCC2)cc1C(=O)Nc1nc2ccccc2s1,10.9,8.6,2.9,-0.1
O=C(Nc1cccc(Cl)c1Cl)c1c(O)c2c([nH]c1=O)CCCC2,1.2,2.9,-1.9,-0.1
O=C(NCc1nnc2n1CCN(Cc1cccc3cccnc13)CC2)c1ccccc1,6.7,8.2,1.1,0.0

Additional results follow.
canonical_smiles,MITF primary,TEAD-YAP block,GPR151 activ,FBW7 act
Cc1cc(C)c(S(=O)(=O)N2CCN=C2c2ccccc2)cc1C,11.3,-2.7,0.3,0.1
CCCn1c(=O)c(C(=O)NC(C)C)c(O)c2ccccc21,-10.9,-8.4,0.0,0.0
CC(C)Sc1ccc(C=O)cc1[N+](=O)[O-],10.1,4.2,0.8,0.0
Cc1ccc2oc(-c3cccc(NC(=O)COc4ccc(Cl)cc4)c3C)nc2c1,3.3,-7.7,-0.3,0.0
COc1ccc([N+](=O)[O-])cc1C1=N/C(=C/c2ccc(OC(C)=O)cc2)C(=O)O1,-9.6,0.3,-1.0,0.0
CCN(CC)C(=O)C1CCCN(c2cc(NCCCN3CCCC3=O)ncn2)C1 (stereo not given),14.9,-6.5,1.6,0.2
Cc1nc(N2CCOCC2)c2c3c(sc2n1)CC(C)CC3 (stereo not given),2.4,-19.4,-0.6,-0.1
COc1ccc(OC)c(NC(=O)C2=C(C)NC(=S)NC2c2cccs2)c1 (stereo not given),-12.4,-8.3,-1.5,-0.3
CN(NC(=O)CN1CCOCC1)c1ccccc1,51.4*,-5.2,-1.2,0.1
COC(=O)c1ccc2c(=O)n(Cc3ccc4c(c3)OCO4)c(SCC(=O)Nc3ccccc3Cl)nc2c1,6.6,-10.7,-0.6,0.0
Cc1ccc(N(CC(=O)NC2CCCC2)C(=O)C(=O)Nc2ccc3c(c2)OCCO3)cc1,-0.6,-1.4,0.5,-0.1
O=C(COC(=O)c1ccc2[nH]c3c(c2c1)CCCC3)NC(=O)NCc1ccco1,2.9,0.4,-0.7,-0.1
O=C(Nc1ccc2c(c1)OCO2)c1ccnc(Nc2ccncn2)c1,9.0,-30.5,0.4,0.2
COc1ccc(C2(CC(=O)N3CC4CCCC3C4)CC(=O)N(C)C2=O)cc1 (stereo not given),-11.7,-6.7,1.0,-0.1
CCN(CC)C(=O)/C(C#N)=C/c1ccc(OC(F)F)cc1,-17.6,2.8,1.0,0.0

Ordered by formula weight (highest first): part of the list above
canonical_smiles,MITF primary,TEAD-YAP block,GPR151 activ,FBW7 act
O=C(COC(=O)c1ccc2[nH]c3c(c2c1)CCCC3)NC(=O)NCc1ccco1,2.9,0.4,-0.7,-0.1
COc1ccc(C2(CC(=O)N3CC4CCCC3C4)CC(=O)N(C)C2=O)cc1 (stereo not given),-11.7,-6.7,1.0,-0.1
CC(C)Sc1ccc(C=O)cc1[N+](=O)[O-],10.1,4.2,0.8,0.0

(listing goes on)
canonical_smiles,MITF primary,TEAD-YAP block,GPR151 activ,FBW7 act
CCOC(=O)C1=C(CN2CCN(Cc3ccccc3)CC2)NC(=O)NC1c1ccc(C)cc1 (stereo not given),4.7,11.6,0.0,0.0
O=C(/C(Cl)=C/Nc1ccc(S(=O)(=O)N2CCOCC2)c(Cl)c1)C(F)(F)F,0.2,5.5,-0.5,0.2
O=c1/c(=C/c2cccc(F)c2)sc2ncnn12,-0.4,-3.9,-0.5,0.0
COc1cc(OC)c(NC(=O)c2cnc(SC)nc2C)cc1Cl,-5.0,-11.5,0.7,-0.1
O=C(N/C(=C\c1cccc([N+](=O)[O-])c1)C(=O)N1CC2CC(C1)c1cccc(=O)n1C2)c1ccccc1F (stereo not given),-3.5,4.7,-0.5,-0.2
Cc1ccc(C(=O)N2CC(C)CC(C)C2)cc1[N+](=O)[O-] (stereo not given),13.5,-5.5,0.3,1.2
Cc1ccc(S(=O)(=O)N(C)C)cc1NC(=S)N/N=C1\CC(=O)c2ccccc21,15.3,-9.4,-0.4,-0.1
CCOC(=O)c1nc(Nc2ccc(OCC)cc2)c2c3c(sc2n1)CCCC3,-3.1,8.0,0.8,0.0
O=S(=O)(NC1CCCCC1)c1cccc(S(=O)(=O)c2cccc(S(=O)(=O)NC3CCCCC3)c2)c1,12.9,5.3,0.1,0.1
CCOC(=O)Cn1nc(C)c(NC(=O)c2ccccc2C)c1C,-1.6,3.0,1.4,-0.2
CCCCn1c(C)c(C)n2c3c(=O)n(CC(=O)OC)c(=O)n(C)c3nc12,10.6,5.6,2.2,0.2
O=C(O)CC/C(=N\Nc1ccc(Cl)cc1)c1cccs1,19.4,2.8,-1.4,0.9
CC(C)N(CCNC(=O)c1ccc2nc(N3CCC(N4CCOCC4)CC3)sc2c1)C(C)C,-3.5,-3.8,0.6,0.0
COc1ccccc1NC(=O)c1c(NC(=O)c2cccc(C)c2)sc2c1CCC2,-1.4,-3.6,2.0,-0.1

Assay outcomes deposited in PubChem by The Scripps Research Institute Molecular Screening Center.
